From PubChem
PostGolgi ctrl: inhibits growth of the yeast control strain; efflux-deficient yeast background strain, growth absorbance A615, 16 h; 5% of 98,000 active; inhibition, % at 10 µM
HUVEC inhibit: inhibitors of human endothelial cell proliferation; HUVEC proliferation, CellTiter-Glo luminescence, 72 h; hits give low values; viability, % at 10 µM (by protocol); 1.1% of 86,000 active;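 active = viability at or below 30%; inactive = viability above 30%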;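 also: 100% = median luminescence of DMSO-only cell control wells on each plate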
E coli WT exp: growth inhibitors of E. coli BW25113 wild type. 0.15% of 98,000 active. OD600 absorbance. growth inhibition, % at 100 µM. AID 710;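 active = growth inhibition above about 50% at one test dose, limit read from the data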;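 also: growth measured after 20 h incubation at 37 °C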
Lung fibro prol: blocks proliferation of human lung fibroblasts | LL 47 human lung fibroblast viability, ATP luminescence; hits give low values | AID 719 | viability, % at 10 µM | 1.1% of 85,000 active;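 active = viability at or below 50% in the single dose screen; inactive = viability above 50%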;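 also: compound exposure lasted 72 h before the ATP readout; 100% = median luminescence of untreated cell-only wells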
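Signal: luminescent ATP detection, CellTiter-Glo; assay system: LL 47 human lung fibroblasts; input: 1,150 cells/well; incubation: overnight cell rest, 72 h compound treatment at 37 °C; measure: % viability versus median cells-only luminescence; medium: IMEM growth medium with 15% fetal bovine serum; dosing: compound addition at 0.1% DMSO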
S1P2 blocker: blocks the human S1P2 receptor | inhibition, % at 5 µM | O95136 | cell-based S1P2 antagonist assay, inhibition at 5 uM | 0.21% of 97,000 active; in the data active = inhibition above about 45%;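 also: CRE beta-lactamase reporter cells expressing human S1P2 stimulated with S1P; 0% = agonist at EC80 alone and 100% = agonist plus reference antagonist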
Target sequence (O95136 whole entry, looked up): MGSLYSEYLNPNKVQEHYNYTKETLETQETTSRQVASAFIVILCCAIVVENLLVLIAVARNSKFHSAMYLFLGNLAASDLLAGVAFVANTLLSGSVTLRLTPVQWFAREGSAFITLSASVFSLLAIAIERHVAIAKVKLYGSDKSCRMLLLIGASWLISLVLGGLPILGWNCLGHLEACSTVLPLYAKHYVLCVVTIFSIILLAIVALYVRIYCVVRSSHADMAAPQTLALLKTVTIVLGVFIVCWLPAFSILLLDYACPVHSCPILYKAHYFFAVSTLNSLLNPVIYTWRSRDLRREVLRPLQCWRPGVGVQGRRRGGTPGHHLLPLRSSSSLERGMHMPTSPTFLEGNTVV
PostGolgi yeast: growth inhibition of a yeast mutant, post-Golgi transport screen; post-Golgi transport phenotypic cell assay; inhibition, % at 10 µM; 0.9% of 98,000 active; AID 739;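 also: yeast cells grown in 1536-well plates; yeast grown about 18 h at 30C before absorbance read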
H69AR inhibit: growth inhibitors of human H69AR lung tumor cells; H69AR lung tumor viability, ATP luminescence, 72 h; hits give low values; viability, % at 10 µM; 6% of 85,000 active; AID 598;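 active = viability at or below 40%; inactive = viability above 40%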;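 also: multidrug resistant small cell line overexpressing MRP-1 efflux transporter; 100% = mean luminescence of untreated control wells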
hDAT+cocaine: human DAT dopamine uptake with cocaine, either direction; Q01959; LLC-PK1 hDAT cells, [14C]-dopamine uptake with cocaine IC80; actives deviate in either direction; B-score at 10 µM; 1.3% of 110,000 active; AID 449768;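 active = Z score or B-score, a plate-position-corrected score, falls beyond the plate's 99.7% confidence bounds, in either direction; inactive = both scores lie inside the 99.7% bounds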;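 also: scored against the spread of the other compound wells on the same plate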
Target sequence (Q01959 whole entry, looked up): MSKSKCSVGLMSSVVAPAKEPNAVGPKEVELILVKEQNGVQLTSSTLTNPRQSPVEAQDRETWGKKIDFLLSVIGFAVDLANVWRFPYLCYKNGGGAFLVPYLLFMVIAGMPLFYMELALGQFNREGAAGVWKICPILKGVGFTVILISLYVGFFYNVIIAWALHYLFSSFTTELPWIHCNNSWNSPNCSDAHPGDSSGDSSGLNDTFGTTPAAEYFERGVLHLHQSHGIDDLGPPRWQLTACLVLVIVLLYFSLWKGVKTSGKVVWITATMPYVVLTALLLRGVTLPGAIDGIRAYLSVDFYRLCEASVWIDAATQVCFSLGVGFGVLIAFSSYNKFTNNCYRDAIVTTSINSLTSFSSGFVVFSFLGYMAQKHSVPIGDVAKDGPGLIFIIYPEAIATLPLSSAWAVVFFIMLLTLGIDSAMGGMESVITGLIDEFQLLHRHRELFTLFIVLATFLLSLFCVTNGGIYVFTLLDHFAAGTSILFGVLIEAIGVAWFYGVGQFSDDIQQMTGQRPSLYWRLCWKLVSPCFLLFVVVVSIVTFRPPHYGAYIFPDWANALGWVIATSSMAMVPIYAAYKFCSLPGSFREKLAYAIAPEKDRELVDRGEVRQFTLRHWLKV
S1P2 agonist: activates the human S1P2 receptor. O95136. S1P2-expressing cell line, agonist reporter read-out. activation, % at 4.5 µM. 0.46% of 97,000 active. AID 729; in the data active = activation above about 16%;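 also: 0% = vehicle low control and 100% = maximal reference agonist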
Starred values were filed as active, the others as inactive; · = not tested or not shown. Rule as the data show it, unless noted: active = inhibition above about 30%; inactive = the rest.

SMILES | PostGolgi ctrl | HUVEC inhibit | E coli WT exp | Lung fibro prol | S1P2 blocker | PostGolgi yeast | H69AR inhibit | hDAT+cocaine | S1P2 agonist
CCCCn1c(SCC(=O)O)nc2ccccc21 | 2 | 103 | -4 | 101 | -5 | 7 | 78 | -0.51 | 3
C=CCN(C(=O)Cn1nnc2ccccc21)C(C(=O)NCCOC)c1ccc(OC)cc1OC (configuration not stated) | 16 | 93 | 6 | 104 | 13 | -7 | 91 | -0.7 | -5
COCCCN1CN(S(=O)(=O)c2ccc(Cl)cc2)c2nc3ccccc3nc21 | 12 | 87 | -10 | 103 | -13 | -6 | 76 | 1.3 | 0
CCOc1ccc(-c2cc(CCCC(=O)NCCCOC)no2)cc1 | 10 | · | 7 | · | -3 | -2 | · | 1.2 | -2
Cc1ccccc1NCN1C(=O)C2C3C=CC(C3)C2C1=O (configuration not stated) | 32* | 94 | -2 | 97 | 5 | -4 | 82 | -1.1 | -4
CCOC(=O)C(NCc1ccco1)(NC(=O)c1ccccc1)C(F)(F)F (configuration not stated) | -2 | · | -5 | · | 1 | 13 | · | -0.95 | -3
O=C1c2ccccc2C(O)N1Cc1ccccc1 (configuration not stated) | 4 | 97 | 15 | 98 | 9 | 0 | 93 | 0.72 | -11
CN(CC(=O)N1CC=C(c2ccccc2)CC1)S(=O)(=O)c1ccc2c(c1)c(=O)n(C)c(=O)n2C | -3 | 106 | 3 | 87 | -12 | 4 | 86 | · | -6
COc1ccc(CCN(Cc2nc3ccccc3c(=O)[nH]2)C(=O)c2ccco2)cc1 | 11 | 97 | -9 | 91 | 3 | -3 | 91 | 1.6 | -3
Cc1cc(O)c(C2(C(F)(F)F)NCCNC2=O)cc1C (configuration not stated) | 7 | 101 | 3 | 113 | 7 | 1 | 97 | -0.94 | -4
COc1cccc(Cn2cccc(NC(=O)NC3CCCCC3)c2=O)c1 | 3 | 89 | -2 | 89 | -2 | -2 | 93 | 1.3 | -6
CCCCNCc1cccn1-c1ccccc1 | · | 92 | · | 94 | 6 | · | 86 | -1.1 | -5
COc1ccc(CCNC(=O)CN(c2ccccc2OC)S(C)(=O)=O)cc1 | -3 | 99 | -6 | 99 | -17 | 6 | 95 | 0.7 | -4
CCC(=O)N1CCc2cc(S(=O)(=O)NCCC(=O)N3CC=C(c4ccccc4)CC3)ccc21 | 25 | 92 | 1 | 100 | 38 | 5 | 85 | 0.99 | -5
O=c1cc(CO)oc(CN2CCN(c3ccccc3F)CC2)c1O | 1 | 98 | 7 | 101 | 23 | 0 | 89 | 0.58 | 0
COc1ccc(NC(=O)CSc2n[nH]c(N)n2)c([N+](=O)[O-])c1 | -4 | · | 5 | · | -3 | -3 | · | -0.001 | -4
O=C(COC(=O)CCC(=O)c1cccs1)Nc1cc(S(=O)(=O)N2CCOCC2)ccc1Cl | 4 | · | -6 | · | 4 | -4 | · | -0.41 | -4
CCOc1ccc(CN(C)CC(=O)c2c(N)n(Cc3ccccc3)c(=O)n(CC)c2=O)cc1OC | 12 | 92 | 8 | 89 | -19 | 7 | 81 | 1.4 | -3
Cc1cccc(NC(=S)NNC(=O)c2csc3c2CCC(C)C3)c1 (configuration not stated) | 10 | · | 0 | · | -4 | -4 | · | 1.3 | -3
COc1cc(C(=S)N2CCCC2)ccc1OC(=O)c1ccc(Cl)cc1[N+](=O)[O-] | 3 | · | 3 | · | 23 | -6 | · | -0.28 | -1
O=C(Nc1ccc(N2CCN(C(=O)c3ccccc3)CC2)cc1)c1ccc(Br)o1 | 1 | 79 | -5 | 102 | 18 | 0 | 70 | 2.2 | -6
NC(=O)C1(N2CCCCC2)CCN(C(=O)c2ccccc2)CC1 | 5 | 107 | 1 | 95 | 5 | 1 | 93 | 0.13 | -3
CC(=O)c1cccc(NC(=O)Nc2ccc(C(=O)N3CCOCC3)cc2)c1 | · | 78 | · | 106 | -18 | · | 87 | 0.18 | -5
COc1ccc(/C=N/NC2=NCCCCC2)cc1 | -4 | · | 5 | · | -2 | 1 | · | -0.18 | -8
CCCN(CCC)CCCOC(=O)c1ccc(Cl)cc1Cl | 3 | 91 | 13 | 97 | 11 | 27 | 91 | -0.84 | -3

Other entries:
SMILES | PostGolgi ctrl | HUVEC inhibit | E coli WT exp | Lung fibro prol | S1P2 blocker | PostGolgi yeast | H69AR inhibit | hDAT+cocaine | S1P2 agonist
CC(=O)N1CCc2cc(S(=O)(=O)NC(Cc3ccccc3)C(=O)NC3CCCCCC3)ccc21 (configuration not stated) | -1 | 103 | 0 | 95 | -13 | -1 | 93 | 1.1 | -7
COc1cccc(C2NC(=O)NC(C)=C2C(=O)Nc2ccc(C)cc2)c1OC (configuration not stated) | 8 | 96 | 9 | 97 | 1 | 4 | 94 | 0.2 | -10
COc1ccccc1CNc1nc2ccccc2n1CCN1CCCCC1 | 3 | 78 | 20 | 85 | 22 | -1 | 36* | 0.9 | -6
COc1ccc(-c2nc(-c3ccccc3)nc(N3CCN(C)CC3)c2C#N)cc1 | 33* | · | -5 | · | 5 | -3 | · | 0.07 | -2
CCCNS(=O)(=O)c1ccc(C(=O)NCC2CCCO2)cc1 (configuration not stated) | -3 | 106 | -4 | 99 | -4 | -1 | 102 | 0.08 | 0
Cc1ccc(S(=O)(=O)N2CCN(C(=O)CSc3nc4ccccc4c(=O)[nH]3)CC2)c(C)c1 | 13 | 83 | -1 | 98 | 14 | 4 | 71 | 0.44 | -1
CC(C)(C)NC(=O)CSc1nnc(Cc2ccc3c(c2)OCO3)n1C1CCCCC1 | 3 | 75 | -12 | 92 | 8 | 1 | 89 | 0.59 | 0
CCC(=O)Nc1cc(-c2nnc(OC)c3ccccc23)ccc1N1CCOCC1 | -1 | 98 | 0 | 96 | -8 | -1 | 88 | 1.1 | -4
CC(C)(C)NC(=O)C(=O)N/N=C/c1ccc(Br)cc1 | 3 | · | -1 | · | 18 | -6 | · | · | -9
CC(C)(C)OC(=O)N1CC=C2C(C#N)=C(N)C(C#N)(C#N)[C@H](c3cccnc3)[C@H]2C1 | -5 | · | 7 | · | · | 23 | · | -0.051 | ·
COc1ccccc1C(=O)NC1CCCCCCC1 | · | 100 | · | 99 | -3 | · | 111 | 1.4 | -4
CCCCSc1nc(SCC(=O)NCc2ccco2)c2c3c(sc2n1)COC(C)(CC)C3 (configuration not stated) | -11 | · | -8 | · | -1 | 0 | · | 0.22 | -1
C=CCN1CCN(Cc2cnc(Cl)s2)CC1 | 13 | · | -4 | · | 19 | 6 | · | -0.24 | -7
CCOc1ccc(C2C(C#N)=C(N)SC(N)=C2C#N)c(OCC)c1 | 8 | · | -8 | · | -15 | 14 | · | 0.15 | -5
CC(Sc1nc(-c2ccccc2)cc(C(F)(F)F)n1)C(=O)N1CCOCC1 (configuration not stated) | · | 107 | · | 104 | -16 | · | 41 | 0.27 | -4
COCCNC(=O)C(c1ccco1)N(C(=O)Cn1nnc2ccccc21)c1cc(C)ccc1C (configuration not stated) | 4 | 94 | -6 | 104 | 9 | -13 | 89 | 0.37 | -6
COCCOC(=O)C1=C(C)N(Cc2ccccc2)C(=O)NC1c1cccc(OC)c1OC (configuration not stated) | 10 | 94 | -13 | 93 | -9 | 4 | 98 | 0.21 | -3
O=C(NNC(=O)C(c1ccccc1)c1ccccc1)c1cccs1 | 2 | · | 3 | · | 18 | 3 | · | -0.13 | -9
CCOC(=O)COn1c(-c2cccc(Cl)c2)nc2ccc([N+](=O)[O-])cc21 | -2 | 92 | -9 | 112 | 19 | -3 | 76 | -0.42 | -4
COC(=O)c1cc(OC)c(OC)cc1NC(=O)c1c(-c2ccccc2)noc1C | 13 | 93 | -5 | 93 | -16 | -3 | 42 | 0.3 | 4
CC(NC(=O)C12CC3CC(C1)CC(n1cncn1)(C3)C2)C12CC3CC(CC(C3)C1)C2 (configuration not stated) | 0 | · | 11 | · | 18 | -2 | · | 0.11 | -7
Cc1cc(Nc2ccccc2)c2c([N+](=O)[O-])c(C)cc(C)c2n1 | 11 | · | -16 | · | -33 | -6 | · | -0.14 | -2
CCNc1nc(NC(C)C)nc(OCC)n1 | -6 | 100 | -8 | 103 | -24 | 15 | 89 | -0.14 | -3
CC1(C)Cc2ccccc2C(c2cc3ccccc3oc2=O)=N1 | · | 50 | · | 80 | -14 | · | 107 | 0.86 | -2
OCCCn1c(-c2ccccc2)n[nH]c1=S | · | 100 | · | 100 | 12 | · | 91 | 0.66 | -5

Two entries picked at random from the list so far, as already listed:
SMILES | PostGolgi ctrl | HUVEC inhibit | E coli WT exp | Lung fibro prol | S1P2 blocker | PostGolgi yeast | H69AR inhibit | hDAT+cocaine | S1P2 agonist
CC(C)(C)NC(=O)C(=O)N/N=C/c1ccc(Br)cc1 | 3 | · | -1 | · | 18 | -6 | · | · | -9
CCCNS(=O)(=O)c1ccc(C(=O)NCC2CCCO2)cc1 (configuration not stated) | -3 | 106 | -4 | 99 | -4 | -1 | 102 | 0.08 | 0

Continuation:
SMILES | PostGolgi ctrl | HUVEC inhibit | E coli WT exp | Lung fibro prol | S1P2 blocker | PostGolgi yeast | H69AR inhibit | hDAT+cocaine | S1P2 agonist
CN1C(=O)c2ccccc2C(C(=O)O)C1c1cn(C)c2ccccc12 (configuration not stated) | 6 | 82 | -10 | 88 | 8 | 10 | 72 | -0.28 | -6
Cc1ccc(/C=N/NC(=O)CSc2nc3ccccc3n2C)s1 | -4 | · | -1 | · | 13 | -5 | · | -0.2 | -8
COc1cccc(-c2nnc(NC(C)=O)o2)c1 | · | 100 | · | 98 | · | · | 102 | -0.38 | ·
COc1cc(/C=C/C(=O)Nc2ccccc2C(F)(F)F)cc(OC)c1OC | 27 | · | -1 | · | 1 | -1 | · | · | 4
COc1cccc(O[C@@H]2O[C@@H]3COC(C)(C)O[C@H]3[C@H](O)[C@H]2NC(C)=O)c1 | · | 95 | · | 104 | -2 | · | 96 | -0.53 | -4
O=C(C=C1SCCS1)/C=C/c1ccco1 | 32* | · | 12 | · | 12 | -5 | · | · | -5
C/C=C/c1ccc(OCCCn2cncn2)c(OC)c1 | 3 | 96 | 1 | 103 | 2 | 0 | · | -0.34 | -4

Entries of single compounds, looked up by structure:
COc1cc(C(=S)N2CCCC2)ccc1OC(=O)c1ccc(Cl)cc1[N+](=O)[O-] is listed with PostGolgi ctrl: 3; HUVEC inhibit: ·; E coli WT exp: 3; Lung fibro prol: ·; S1P2 blocker: 23; PostGolgi yeast: -6; H69AR inhibit: ·; hDAT+cocaine: -0.28; S1P2 agonist: -1
COc1cccc(C2NC(=O)NC(C)=C2C(=O)Nc2ccc(C)cc2)c1OC (configuration not stated) is listed with PostGolgi ctrl: 8; HUVEC inhibit: 96; E coli WT exp: 9; Lung fibro prol: 97; S1P2 blocker: 1; PostGolgi yeast: 4; H69AR inhibit: 94; hDAT+cocaine: 0.2; S1P2 agonist: -10
O=C1c2ccccc2C(O)N1Cc1ccccc1 (configuration not stated) is listed with PostGolgi ctrl: 4; HUVEC inhibit: 97; E coli WT exp: 15; Lung fibro prol: 98; S1P2 blocker: 9; PostGolgi yeast: 0; H69AR inhibit: 93; hDAT+cocaine: 0.72; S1P2 agonist: -11
